# Assay outcomes from PubChem BioAssay.
# HRas wt GTP = human HRas wildtype GTP binding, change in either direction; GST-Ras wt beads, Bodipy-FL-GTP binding, flow cytometry; actives lie on both sides; 190,000 compounds, 0.14% hits; GTP binding activity, % at 10 µM;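 active = GTP binding activity at least 20% away from the 100% baseline, either lowered as inhibitor or raised as activator; inconclusive = flagged as likely green fluorescent, judged across all proteins in the well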;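 also: 0% = unlabeled GTP competition control and 100% = no-compound control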
# Target sequence (P01112 whole entry, looked up): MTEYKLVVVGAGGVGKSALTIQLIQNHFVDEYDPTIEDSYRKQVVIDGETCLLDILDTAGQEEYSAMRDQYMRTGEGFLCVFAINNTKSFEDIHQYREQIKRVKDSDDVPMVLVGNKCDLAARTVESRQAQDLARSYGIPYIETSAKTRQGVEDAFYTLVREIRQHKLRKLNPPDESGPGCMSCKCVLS
# Rab2 wt GTP = changes GTP binding to wildtype dog Rab2A, up or down; P61105; GST-Rab2 wt beads, Bodipy-GTP binding, flow cytometry; GTP binding activity, % at 10 µM; 190,000 compounds, 0.19% hits;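 active = GTP binding activity at least 20 points away from 100%, either lowered or raised; inconclusive = signal likely due to the compound's own green fluorescence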;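 also: 0% = beads with excess unlabeled GTP and 100% = no-compound control corrected for plate trend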
# Rab7 wt GTP bind = modulators of GTP binding to dog Rab7 wildtype GTPase; GTP binding activity (percent of control), % at 10 µM; GST-Rab7 beads, fluorescent GTP binding, flow cytometry; actives lie on both sides; untreated = 100%, excess cold GTP = 0%; AID 758; 190,000 compounds, 0.055% hits;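 active = fluorescent GTP binding to Rab7 beads changed by at least 20 points from the 100% baseline, either direction, mostly lower; inconclusive = compound itself probably fluorescent, or too few beads counted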;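 also: median green fluorescence of bound Bodipy-FL-GTP per Rab7 bead population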
# Bim-Mcl-1 = disrupts Bim peptide binding to human Mcl-1; Q07820; Bead-based flow cytometry, Bim peptide-Mcl-1 binding; inhibition, % at 10 µM; 190,000 compounds, 0.1% hits; AID 1009; in the data active = inhibition above about 40%;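 also: 0% = no compound tracer wells and 100% = peptide blocker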
# Target sequence (Q07820 whole entry, looked up): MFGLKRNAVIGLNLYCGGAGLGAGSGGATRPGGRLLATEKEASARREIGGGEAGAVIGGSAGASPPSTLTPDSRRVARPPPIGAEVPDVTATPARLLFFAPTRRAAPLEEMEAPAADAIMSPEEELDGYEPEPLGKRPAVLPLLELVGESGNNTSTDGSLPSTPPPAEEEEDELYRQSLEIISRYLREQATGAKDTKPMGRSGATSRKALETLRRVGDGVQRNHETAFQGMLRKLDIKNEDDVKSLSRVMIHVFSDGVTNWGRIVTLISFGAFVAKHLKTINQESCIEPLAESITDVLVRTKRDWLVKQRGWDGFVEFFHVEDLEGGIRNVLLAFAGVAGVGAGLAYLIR
# RGS8-Gao reg = modulates binding of RGS8 to human Galphao. AID 1423. multiplexed bead flow cytometry; actives lie on both sides. response (percent of control binding), % at 10 µM. P09471. 220,000 compounds, 0.34% hits; in the data active = response below about 60% or above about 140%; inactive = in between;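 also: Galphao activated as the GDP aluminium fluoride complex binding bead-coupled RGS8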
# Mcl1 Bid PPI = Mcl-1/Bid interaction inhibition. TR-FRET Mcl-1/Bid-Dy647 peptide binding, 1536-well. inhibition, % at 21.7 µM. 220,000 compounds, 0.97% hits. AID 1021;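 active = compounds that cut the binding signal by more than half at the single screening dose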;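 also: His-tagged Mcl-1 with europium anti-His antibody binding Bid BH3 peptide; 0% = Mcl-1 plus peptide wells and 100% = peptide-only wells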
# Cdc42 wt GTP = changes GTP binding to wildtype human Cdc42; AID 761; GST-Cdc42 beads, Bodipy-GTP binding, flow cytometry; actives lie on both sides; P60953; 190,000 compounds, 0.2% hits; percent activity (GTP binding), % at 10 µM;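 active = percent activity GTP binding at least 20 points away from the 100% baseline, either down as inhibitor or up as activator; inconclusive = compound flagged as likely green fluorescent from well-wide comparison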;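 also: median bead fluorescence of bound Bodipy-FL-GTP at 100 nM; 0% = excess unlabeled GTP control and 100% = no compound control; below 100% means less GTP binding so inhibitor and above means activator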
# Target sequence (P60953 whole entry, looked up): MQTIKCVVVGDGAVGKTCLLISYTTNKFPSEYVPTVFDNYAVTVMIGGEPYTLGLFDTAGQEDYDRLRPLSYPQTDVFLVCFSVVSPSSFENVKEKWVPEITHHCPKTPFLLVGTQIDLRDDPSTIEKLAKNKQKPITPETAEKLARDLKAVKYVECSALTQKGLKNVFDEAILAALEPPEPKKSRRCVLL
# Mcl1 Noxa PPI = disrupts binding of human Mcl-1 to Noxa peptide; Q07820; TR-FRET Mcl-1/Noxa peptide binding, 2 h; inhibition, % at 21.7 µM; 220,000 compounds, 1.5% hits;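 active = compounds that cut the protein-peptide binding signal by more than 50% relative to plate controls in a single-dose test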;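 also: His-tagged Mcl-1 with rhodamine Noxa BH3 peptide and terbium anti-His antibody; 0% = Mcl-1 plus Noxa peptide wells and 100% = peptide-only wells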
# Pf gametocyte = P. falciparum stage V gametocyte viability inhibition. 150,000 compounds, 0.065% hits. inhibition, % at 10.9 µM. P. falciparum stage V gametocytes, ATP luminescence, 24 h;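 active = inhibition above the mean plus 3 SD of compounds within the control limits, set per campaign, cut at about 38% in these data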;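 also: 0% = DMSO wells and 100% = medium only without gametocytes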
# Rac1 wt GTP bind = human Rac1 wildtype GTP binding, inhibitors and activators; GST-Rac1 beads, fluorescent GTP binding, flow cytometry; actives lie on both sides; 0 = cold GTP competed, 100 = untreated; GTP binding activity (% of control), % at 10 µM; 190,000 compounds, 0.27% hits; AID 757;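 active = GTP binding activity at least 20 points away from the 100% control level, either lower or higher; inconclusive = compound flagged as likely green fluorescent, judged across all proteins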
# Rac1 act GTP bind = alters GTP binding to activated mutant human Rac1; GST-Rac1 activated beads, fluorescent GTP binding, flow cytometry; actives lie on both sides; 100% means binding = to untreated wells; 190,000 compounds, 0.11% hits; percent activity (GTP binding), % at 10 µM;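 active = GTP binding at least 20 percentage points away from the 100% baseline, in either direction, so actives lie on both sides; inconclusive = Compound likely fluorescent itself, or too few beads counted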
# * = called active by the depositor; ? = inconclusive; · = no result given.
SMILES,HRas wt GTP,Rab2 wt GTP,Rab7 wt GTP bind,Bim-Mcl-1,RGS8-Gao reg,Mcl1 Bid PPI,Cdc42 wt GTP,Mcl1 Noxa PPI,Pf gametocyte,Rac1 wt GTP bind,Rac1 act GTP bind
CC1CCN(C2=C(NS(=O)(=O)c3ccc(Cl)cc3)C(=O)c3ccccc3C2=O)CC1,96,96,101,-6,99,-18,94,6,22,101,95
CCCCN(C)S(=O)(=O)c1ccc(C(=O)N(CCN(C)C)c2nc3ccc(C)cc3s2)cc1,98,99,98,-2,103,3,100,14,·,101,98
CC(Nc1cc(N2CCNCC2)ccc1[N+](=O)[O-])c1ccccc1 (stereo not given),104,101,106,-2,110,-8,101,30,13,105,104
CN1/C(=C\C(=O)C[n+]2ccc3ccccc3c2)C(C)(C)c2ccccc21,98,99,100,-1,101,-44,96,-12,23,101,98
COc1ccc(CCNC(=O)[C@@H](NC(N)=O)C(C)C)cc1,?,?,?,-1,97,-11,?,-2,20,?,?
Cn1ccnc1SCCNC(=O)CCc1nnc(CCc2ccccc2)o1,96,97,96,1,106,-39,96,-5,0,98,97
CCC(C)NC(=O)c1cc2cc3ccc(OC)cc3nc2s1 (stereo not given),96,97,93,-5,100,2,96,-3,-64,96,97
Cc1ccc(-c2c[n+](CC(=O)Nc3nc(-c4ccc(F)cc4)cs3)c3n2CCC3)cc1,98,98,98,-3,111,-3,96,16,·,101,99
c1ccc2sc(-c3ccc4c(c3)OCO4)nc2c1,94,93,98,-1,102,11,94,1,·,93,93
CC1S/C(=N/N=C2CCCCC2)NC1=O (stereo not given),103,104,104,-1,103,-13,108,11,3,105,104
Clc1ccc(CN=C2Nc3ccccc3CS2)cc1,?,?,?,0,103,8,?,10,-5,?,?
CCOc1cccc2sc(N(CCN(CC)CC)C(=O)c3ccc(S(=O)(=O)N4CCCCC4)cc3)nc12,99,103,106,-1,101,2,101,6,3,103,98
Cc1ccc2[nH]c(=O)c(CN(CC3CCCO3)C(=S)NCc3ccco3)cc2c1 (stereo not given),97,98,100,5,118,-22,94,22,2,99,96
Cn1c(N)c(C(=O)NCc2ccccc2)sc1=S,?,?,?,-12,90,-7,?,17,-7,?,?
Cc1nc(CSc2ccccc2)cc(=O)[nH]1,94,95,91,0,109,4,98,-2,-4,95,96
COC(=O)/C(=C\Nc1ccccc1N)c1ncc(C(F)(F)F)cc1Cl,101,103,104,-1,102,-40,102,-8,-2,109,100
Cc1ccc(Oc2nc(CN3CCOCC3)nc3sc4c(c23)CCC(C)C4)cc1 (stereo not given),99,97,96,-5,98,1,98,18,9,99,98
COc1ccc(N(CC(=O)Nc2cc(C)ccc2OC)S(=O)(=O)c2c(C)noc2C)cc1,102,102,100,0,100,-49,99,-7,5,105,99
CCOC(=O)NC(NCc1cccc(C(F)(F)F)c1)(C(F)(F)F)C(F)(F)F,99,101,103,-2,103,-15,100,0,6,103,103
O=C(NCc1ccccc1)C1=C[C@H](C2CC2)C[C@H](OCCCCO)O1,100,98,104,-1,102,-7,95,-8,11,100,97
CC(C)C1=NN(C(=O)c2ccccc2)C(O)(C(C)(C)C)C1 (stereo not given),99,96,95,-1,107,-22,96,-13,13,95,91
Cn1c(C(C(=O)NCC2CCCO2)N(C(=O)Cn2nnc3ccccc32)C2CCCCC2)nc2ccccc21 (stereo not given),101,100,99,-2,99,1,101,-6,3,103,101
CCCCNC(=O)Cn1c(=O)oc2cc(S(=O)(=O)N3CC(C)CC(C)C3)ccc21 (stereo not given),98,96,100,1,102,-6,101,11,·,104,99
COc1ccccc1C1=NOC(COC(=O)c2ccc3ccccc3n2)C1 (stereo not given),104,105,99,-4,101,-13,102,-14,·,101,102
O=C(Cc1ccc(-n2c(=O)[nH]c3ccccc3c2=O)cc1)N1CCN(c2cccc(Cl)c2)CC1,97,94,91,2,105,-40,96,13,12,95,92
CCc1cccc(CC)c1NC(=O)COC(=O)c1ccccc1-c1nc2ccccc2s1,100,99,98,-3,100,-13,100,-53,0,105,102
COc1ccc(CCNC(=O)C(=O)Nc2nccs2)cc1OC,99,99,97,-2,101,-11,99,1,·,98,97
Cn1c(SCC(=O)NNC(=O)c2ccc(Br)cc2)nnc1-c1cccnc1,96,98,105,-1,102,5,95,2,7,99,94
Cc1cc2c(c(SCC(=O)N(C)c3ccccc3)n1)C(=O)OC2,101,100,99,0,104,-8,100,-20,·,100,95
Cc1cc(=O)oc2c3c4c(cc12)OCCN4CCC3,?,?,?,0,98,-25,?,14,·,?,?

# 3 entries already listed, ordered by length of the SMILES, ascending:
SMILES,HRas wt GTP,Rab2 wt GTP,Rab7 wt GTP bind,Bim-Mcl-1,RGS8-Gao reg,Mcl1 Bid PPI,Cdc42 wt GTP,Mcl1 Noxa PPI,Pf gametocyte,Rac1 wt GTP bind,Rac1 act GTP bind
CCC(C)NC(=O)c1cc2cc3ccc(OC)cc3nc2s1 (stereo not given),96,97,93,-5,100,2,96,-3,-64,96,97
CCc1cccc(CC)c1NC(=O)COC(=O)c1ccccc1-c1nc2ccccc2s1,100,99,98,-3,100,-13,100,-53,0,105,102
Cc1ccc(-c2c[n+](CC(=O)Nc3nc(-c4ccc(F)cc4)cs3)c3n2CCC3)cc1,98,98,98,-3,111,-3,96,16,·,101,99

# (next part)
SMILES,HRas wt GTP,Rab2 wt GTP,Rab7 wt GTP bind,Bim-Mcl-1,RGS8-Gao reg,Mcl1 Bid PPI,Cdc42 wt GTP,Mcl1 Noxa PPI,Pf gametocyte,Rac1 wt GTP bind,Rac1 act GTP bind
CCOC(=O)c1c(C)nc2sc3c(=O)n(-c4ccc(C(C)=O)cc4)cnc3c2c1-c1ccc(Cl)cc1,101,99,99,1,104,-1,99,21,·,100,99
COc1ccc(C/C(N)=N/OC(=O)Cc2ccccc2)cc1OC,100,98,97,3,102,-25,102,0,·,101,98
O=C(O)C1C2C=CC(C2)C1C(=O)NCc1cccnc1 (stereo not given),97,96,98,·,96,-22,96,0,-17,99,97
CN1C(=O)/C(=C2\SC(=S)N(CC3CCCO3)C2=O)c2ccccc21 (stereo not given),102,102,102,0,103,-22,104,-4,·,104,101
CCOCCCNC(=O)CCNC(=O)c1cc(OC)c(OC)c(OC)c1,101,102,103,0,101,3,100,5,·,101,101
COc1ccc(C(=O)CC(=O)O)c2c1C=CC(C)(C)O2,98,102,101,-5,100,-15,101,-3,-9,101,98
Cc1ccc(S(=O)(=O)Cc2cccc(C(=O)N3CCOCC3)c2)cc1,96,95,94,-3,102,17,100,3,·,96,94
Cc1cccnc1NC1OC(=O)c2ccccc21 (stereo not given),102,101,98,1,102,-1,105,5,16,107,102
Cc1ccccc1CNC1CCCCC1,100,97,101,-7,105,-11,97,4,-4,107,101
O=C(CC1CCCCC1)Nc1c2c(nn1-c1ccc(F)cc1)CS(=O)(=O)C2,99,98,103,-4,104,-17,100,0,-16,102,95

# Profiles, looked up by structure:
# `CCOCCCNC(=O)CCNC(=O)c1cc(OC)c(OC)c(OC)c1` is listed as HRas wt GTP = 101; Rab2 wt GTP = 102; Rab7 wt GTP bind = 103; Bim-Mcl-1 = 0; RGS8-Gao reg = 101; Mcl1 Bid PPI = 3; Cdc42 wt GTP = 100; Mcl1 Noxa PPI = 5; Pf gametocyte = ·; Rac1 wt GTP bind = 101; Rac1 act GTP bind = 101
# `COc1ccc(C(=O)CC(=O)O)c2c1C=CC(C)(C)O2` is listed as HRas wt GTP = 98; Rab2 wt GTP = 102; Rab7 wt GTP bind = 101; Bim-Mcl-1 = -5; RGS8-Gao reg = 100; Mcl1 Bid PPI = -15; Cdc42 wt GTP = 101; Mcl1 Noxa PPI = -3; Pf gametocyte = -9; Rac1 wt GTP bind = 101; Rac1 act GTP bind = 98

# The results go on:
SMILES,HRas wt GTP,Rab2 wt GTP,Rab7 wt GTP bind,Bim-Mcl-1,RGS8-Gao reg,Mcl1 Bid PPI,Cdc42 wt GTP,Mcl1 Noxa PPI,Pf gametocyte,Rac1 wt GTP bind,Rac1 act GTP bind
O=C(NCc1ccccc1)C1CCN(C(=O)NCc2ccccc2)CC1,103,99,99,-26,105,-5,105,-5,·,107,102
O=C(COc1ccc([N+](=O)[O-])cc1)NNC(=S)NC(=O)c1ccc(Br)cc1,92,92,95,-6,102,-4,92,15,-13,95,92
Cn1c(SCCC#N)nnc1-c1ccccc1F,98,99,96,-2,104,-47,99,0,20,97,95
CCc1ccc(C(=O)/C=C2\Sc3ccccc3NC2=O)cc1,101,99,101,-3,99,-173,99,-11,·,102,101

# Reformatted with each value named: entries from further up.
O=C(COc1ccc([N+](=O)[O-])cc1)NNC(=S)NC(=O)c1ccc(Br)cc1
  HRas wt GTP: 92	Rab2 wt GTP: 92	Rab7 wt GTP bind: 95	Bim-Mcl-1: -6	RGS8-Gao reg: 102	Mcl1 Bid PPI: -4	Cdc42 wt GTP: 92	Mcl1 Noxa PPI: 15	Pf gametocyte: -13	Rac1 wt GTP bind: 95	Rac1 act GTP bind: 92
Cn1c(SCCC#N)nnc1-c1ccccc1F
  HRas wt GTP: 98	Rab2 wt GTP: 99	Rab7 wt GTP bind: 96	Bim-Mcl-1: -2	RGS8-Gao reg: 104	Mcl1 Bid PPI: -47	Cdc42 wt GTP: 99	Mcl1 Noxa PPI: 0	Pf gametocyte: 20	Rac1 wt GTP bind: 97	Rac1 act GTP bind: 95
